Peg3 imprint: induces erasure of genomic imprints in mouse ES cells; mouse ES Peg3-LacZ reporter, beta-gal luminescence, 40 h; Potency, µM (highest dose often 60.7 µM), inactives show at the top dose activity change, positive = activation, usual class: activators; 0.02% of 110,000 active;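 note: 0% = negative control wells on the plate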
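Readout: BetaGlo luminescence (5 min, room temp) for LacZ from the normally silent maternal Peg3 allele in female Peg3LacZ-Neo ES cells. Cells 300/well, 40 h, 37C, 5% CO2. Data normalized per plate to negative controls.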
p53ts 39C kill: cytotoxicity in p53ts cells at nonpermissive temperature. 1.5% of 130,000 active. AID 902. Potency, µM (top dose mostly 46.1 µM), for the others: top-dose activity change, negative = cell killing, usual class: cytotoxic. H1299-p53A138V viability at 39C, ATP luminescence, 24 h; note: nearly all actives have a fitted effect of over 55% in size
p53ts 32C tox: kills p53ts cells at the permissive temperature; Potency, µM (highest dose often 46.1 µM), for the others: at the top dose activity change, negative = cytotoxicity, hits mostly cytotoxic; H1299-p53A138V at 32C, ATP luminescence viability, 24 h; 0.93% of 130,000 active; AID 924;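 note: 0% = DMSO and -100% = full killing by reference compound; nearly all actives have a fitted effect of over 55% in size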
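Viability by ATPlite luminescence after 24 h compound treatment (up to 46 uM) at the permissive 32C. Cells are H1299 carrying p53 A138V. Scale runs from DMSO basal to 100 uM tamoxifen as full kill; AC50 from Hill fits.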
IkB signaling: IkB pathway inhibition in ABC-DLBCL cells; Potency, µM (doses to about 57.1 µM), for the others: at the highest dose IkBa stabilization activation; 0.04% of 110,000 active; ABC-DLBCL IkBa-CBG/CBR dual luciferase ratio, 4 h; response scale: scaled: untreated 0%, proteasome inhibitor 100%; active = well fitted curve in the direction sought with a large enough effect in the signal ratio, not every such curve was filed as active; inconclusive = small, poorly fitted or top-dose-only effect, or a change in a side signal; the % refers to the signal ratio;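 note: the direction sought is a rising ratio; 0% = basal untreated cells and 100% = reference inhibitor full response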
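In this assay, an IκBα–CBG68 fusion accumulates when IKK-driven degradation is blocked; native CBR normalizes for cell number. OCI-Ly3 cells were treated 4 h with compound and doxycycline, then green and red light read after Chroma-Glo addition.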
Active calls of the source: *; ? = inconclusive; / = not tested or not shown; & = joins results of further samples; [ ] = another dose, or the depositor's remark. Unless noted, calls come from the whole dose curve; as a rule, active = well fitted curve in the direction sought with a large enough effect; inconclusive = small, poorly fitted or top-dose-only effect, or another doubt; inactive = no such curve, though single readings can be large; an effect the other way counts as inactive or inconclusive. Unless noted, % is set by controls: 0 for no effect and ±100 for the full control effect; potency is the fitted concentration of half-maximal effect.

structure | Peg3 imprint | p53ts 39C kill | p53ts 32C tox | IkB signaling
Cc1cc(C)nc(-n2nc(C)cc2NC(=O)CN2CCc3ccccc3C2)n1 | 5% | 13% | 4% | 0.7%
CCOC(=O)c1ccc2c(c1)nc(SC/C(O)=C(\C#N)c1nc3ccccc3[nH]1)n2CC | -4% | -13% | -6% | ?
Cc1onc(-c2ccccc2)c1C(=O)Nc1cccnc1 | / | -3% | 1% | 2.5%
Cc1cc(C)cc(C(=O)Nc2ccc(-c3cn4cccnc4n3)cc2)c1 | -11%[10.9 µM] | -13% | -4% | -1.8%
COC(=O)C1=C(C)NC(=S)N(C(C)=O)C1c1ccccc1 (configuration not stated) | / | 16% | 11% | /
Cc1cc(C)cc(Oc2nc3c(c(=O)n(C)c(=O)n3C)n2Cc2ccc(F)cc2)c1 | 3%[10.9 µM] | 11% | -2% | ?
CCOc1ccccc1CNS(=O)(=O)c1csc(C(N)=O)c1 | -5%[10.9 µM] | -12% | 4% | -1.1%
COC(=O)NC(c1ccco1)C(C(C)=O)C(=O)OC (configuration not stated) | / | 2%[9.22 µM] | 1%[9.22 µM] | /
Cc1oc(-c2cccc(Cl)c2)nc1CN1CCC(C(=O)NCCCN2CCN(c3ccccc3F)CC2)CC1 | -9%[10.9 µM] | -18% | -5% | ?
Cc1cnc(C(=O)OCC(=O)Nc2ccc(Cl)cc2Cl)cn1 | -14% | -4% | -1% | 0.1%
COc1ccc(NC(=O)C2OCCc3ccccc32)c(OC)c1 (configuration not stated) | -22% | -14% | -7% | -2.2%
CN1CCN(c2ccc3nc(-c4ccc5nc(-c6ccc(O)cc6)[nH]c5c4)[nH]c3c2)CC1 | -1%[10.9 µM] | 9%[9.22 µM] | 5%[9.22 µM] | 3.5%[11.4 µM]
CCOC(=O)C1=NO[C@@]2(C=C(Br)C3(OCCCO3)[C@H]3O[C@H]32)C1 | / | -3%[9.22 µM] | 3%[9.22 µM] | /
COc1ccc(C(=O)N(CN2CCCC2=O)c2cc(C)on2)cc1OC | -13% | -6% | -4% | -1.0%
O=C(NC1CCCCC1)C(c1ccncc1)N(C(=O)Cn1nnc(-c2cccs2)n1)C1CCCC1 (configuration not stated) | -4% | 15% | 8% | ?
O=C(CN1CCOCC1)Nc1ccccc1-c1ccccc1 | -5% | -3% | -4% | 0.3%
O=C(CCCN1C(=O)C(c2ccccc2)Oc2cccnc21)Nc1ccc(Br)cc1F (configuration not stated) | -11%[10.9 µM] | -24% | -1% | 0.7%
COc1ccc(C(=O)Nc2nc3ccc(S(=O)(=O)N4CCCC4)cc3s2)cc1 | -7%[10.9 µM] | 5% | 1% | 2.4%
CCCCOc1ccc(S(=O)(=O)Nc2cccc(-c3ccc(N4CCOCC4)nn3)c2)cc1 | -17%[10.9 µM] | -17% | -19% | ?
O=C(NCCCCCCNC(=O)c1ccc(Br)s1)c1ccc(Br)s1 | / | 16% | -7% | /
Cc1ccc(NC(=O)CSc2nnc(-c3cnccn3)n2Cc2ccco2)cc1 | -10% | 5% | 1% | 0.2%
COc1ccccc1Cc1nc2ccccc2nc1SCC(=O)N1CCCc2ccccc21 | -8%[10.9 µM] | 10% | 8% | 0.6%
Cc1ccc(C)c2[nH]c(=O)c(CN(Cc3ccco3)S(=O)(=O)c3ccc4c(c3)OCCO4)cc12 | -13% | -6% | 2% | ?
CCOC(=O)c1ccc(N2C(=O)c3n[nH]c(-c4cccs4)c3C2c2cccc(F)c2)cc1 (configuration not stated) | -7%[10.9 µM] | 6.3µM* | 17% | ?
COc1ccc(N2CCN(C(=O)c3ccc4c(c3)N(Cc3ccc(F)cc3)C(=O)c3ccccc3S4=O)CC2)cc1 (configuration not stated) | -10%[10.9 µM] | -25% | 18% | -0.6%
Cn1c(=O)[nH]c(=O)c2c1nc(Sc1ncccn1)n2CCCc1ccccc1 | -3% | 7% | 1% | 0.2%
CN(C)c1ncc2nc(-c3cccs3)c(=O)n(C)c2n1 | 1% | -25% | -9% | 0.3%[11.4 µM]
CC1=CCC2C(=O)N(c3ccc4ccccc4n3)C(=O)C2C1 (configuration not stated) | -26% | -3% | -3% | -0.3%
Cc1cc(C)c(N2CCN(S(=O)(=O)N3CCCCCC3)CC2)c(C)c1 | -24% | 4% | 20% | ?
O=C(Cc1cccs1)NCC1CCCO1 (configuration not stated) | 4% | -3% | 4% | 1.7%
CCCSc1ncc(Cl)c(C(=O)Nc2ccc(S(=O)(=O)N3CCC(C)CC3)cc2)n1 | -4%[10.9 µM] | -4% | 8% | -0.8%
CCCCCn1c(CNC(C)=O)nc2ccccc21 | -14% | -4% | -6% | -2.5%
CCN(CCCn1c(SCC#N)nc2ccccc2c1=O)c1ccccc1 | -25% | 15% | 10% | 3.1%
C[C@@](N)(Cc1ccc(O)c(O)c1)C(=O)O | -6% | -6% | 3% | -0.5%[25.6 µM]
Cc1ccc2nc(-c3c[nH]c4ccccc34)c(Nc3ccccc3)n2c1 | -4%[10.9 µM] | -22% | -5% | ?
CCOc1ccc(-c2nonc2NC(=O)COc2c(C)cc(C)cc2C)cc1OCC | -10%[10.9 µM] | -18% | -7% | -2.5%
Cc1nc(C)c(-c2ccccc2)c(=O)[nH]1 | -5% | -2% | -7% | 0.2%
COc1cc(C2C(C(=O)OC(C)C)=C(C)Nc3[nH]c(=O)[nH]c(=O)c32)ccc1O (configuration not stated) | ? | -8% | 12% | 0.9%
Cc1cc(NS(=O)(=O)c2ccc(NC(=O)COc3ccc(Cl)cc3)cc2)nc(C)n1 | -6%[10.9 µM] | 17% | -4% | ?
CC1CCCC(C)N1C(=O)c1cc(-c2cccs2)on1 (configuration not stated) | 4% | -14% | 5% | 0.3%
O=C(C1CCC1)N1CCc2cc(S(=O)(=O)NC3CCCC3)ccc21 | -21% | -7% | 12% | 0.2%
CC(C)C[C@@H]1NC(=O)N(CCN2CCOCC2)C1=O | 0% | 11% | -4% | 2.9%
O=C(Cc1ccc(S(=O)(=O)N2CCOCC2)s1)NCC1CCCCC1 | -15% | 0% | 3% | -2.6%
COc1ccc(NC(=O)CN2C(=O)C3(SCC(=O)N3c3cccc(OC)c3)c3ccccc32)cc1 (configuration not stated) | 8%[10.9 µM] | 4% | -7% | 7.7%
CCn1cc(C(=O)NCCc2ccc(C)cc2)c(=O)c2cc(S(=O)(=O)N3CCC(C)CC3)ccc21 | -10%[10.9 µM] | -11% | 1% | -2.8%
COc1ccc(-n2ccn(CC(=O)Nc3ccc(C)cc3C)c(=O)c2=O)cc1 | -12%[10.9 µM] | 0% | -4% | ?
N#CCCn1c(=O)c(-c2ccccc2)nc2cnc(Oc3cccc(Cl)c3)nc21 | / | 5% | 7% | 3.2%[11.4 µM]
O=C(CSc1ncc(CO)n1Cc1ccccc1)Nc1nc2ccccc2s1 | -3%[10.9 µM] | ? | -9% | ?
CCOC(=O)c1ccc(NC(=O)CSc2nnc3c4ccccc4n(CC)c3n2)cc1 | -10%[10.9 µM] | 4% | -4% | 1.7%
Cn1c(=O)[nH]c(=O)c2c1nc(CN1CCN(c3ccccc3F)CC1)n2CCCc1ccccc1 | -17% | -11% | 2% | -1.1%

Following part.
structure | Peg3 imprint | p53ts 39C kill | p53ts 32C tox | IkB signaling
COCCn1c(SCC(=O)c2ccc(F)cc2)nc2cc(C(=O)NC3CCCC3)ccc2c1=O | 15%[10.9 µM] | 14% | -1% | -1.5%
Oc1ccc(-c2csc(Nc3cccnc3)n2)cc1 | 4% | 5% | 0% | -3.1%
Cc1cccc([C@@H]2CN(C)CCc3c2cc(O)c(O)c3Cl)c1 | -18% | -19%&6% | -11%&-6% | 0.1%&-0.7%
COc1ccc(CCNC(=O)c2c(O)nc3c(C)cccn3c2=O)cc1OC | -3%[10.9 µM] | -4% | 11% | -1.9%
CCC1CCCCN1CCNC(=O)c1[nH]c(C)c(C(C)=O)c1C (configuration not stated) | 19% | -10% | -2% | 0.5%
O=S(=O)(c1ccc(Cl)cc1)c1nnn2c1nc(NC1CCCCC1)c1sccc12 | -18%[10.9 µM] | -24% | -6% | -1.3%
O=C(O)Cn1c(O)c(C=Nc2ccccc2)sc1=S | -72%[inhibitor] | -2% | -13% | 7.2%
Cc1ccc2c(c1C)NC(C(=O)O)C1CC=CC21 (configuration not stated) | 3% | 1% | 11% | 0.9%
COc1ccccc1NC(=O)C1=C(C)Nc2ncnn2C1c1ccccn1 (configuration not stated) | -4%[10.9 µM] | 8% | -5% | 0.3%
O=C(CN1C(=O)C2C3C=CC(C3)C2C1=O)N1CCc2ccccc2C1 (configuration not stated) | 6% | 1% | 7% | 0.6%
CCn1cc(C(=O)NCc2ccc(F)cc2)c(=O)c2cc(S(=O)(=O)N(C)C)ccc21 | -5%[10.9 µM] | 14% | -4% | -0.2%
C[C@@H](NC(=O)CN(c1ccccc1)S(=O)(=O)N(C)C)c1ccccc1 | 4%[10.9 µM] | 19% | 9% | ?
C[C@@H](C(=O)O)[C@H]1C[C@]1(C)[C@H](NC(=O)OCc1ccccc1)c1ccccc1 | -9% | 6% | -1% | /
COCCNC(=O)c1nn(-c2ccc(C)cc2)c(=O)c2c1c1ccccc1n2C | -9%[10.9 µM] | 7% | 1% | -0.3%
Cc1ccc(NC(=O)Cn2c(=O)ccc3cc(S(=O)(=O)N4CCC(C)CC4)ccc32)cc1Cl | 23%[10.9 µM] | ? | 5% | -1.8%
COc1ccccc1CNc1nc2nc(C)c(Cl)c(C)n2n1 | 13%[10.9 µM] | 28% | 3% | 3.6%
Cc1cccc(NC(=O)CSc2nnc(N)s2)c1 | 1%[10.9 µM] | -2% | -12% | 1.9%
COc1ccc(Cn2cc(C(=O)c3ccc(C)c(C)c3)c(=O)c3ccccc32)cc1 | -12%[10.9 µM] | -18% | 4% | -1.7%
O=C(CCC(=O)Nc1ccc(Oc2ccccc2)cc1)NCCO | -6% | -4% | -5% | 2.9%
COc1ccc(OC)c(CCNC(=O)c2cnn(-c3ccccc3)c2-n2cccc2)c1 | -15%[10.9 µM] | 6% | 10% | 2.0%
Cc1ccc(S(=O)(=O)Cc2ccc(C(=O)N3CCN(c4cc(C)ccc4C)CC3)o2)cc1 | -4% | 4% | -1% | -2.0%
Cc1cccc(OCC(=O)Nc2nc3c(s2)CC(C(C)(C)C)CC3)c1C (configuration not stated) | -9%[10.9 µM] | -3% | -2% | 0.8%
CCOC(=O)C1CCN(c2cc(C)nc3cc(-c4cccc(F)c4)nn23)CC1 | -12% | -7% | 0% | -2.3%
CC(C)(C)c1csc(NC2=NS(=O)(=O)c3ccccc32)n1 | -47%[inhibitor] | 13µM* | 13µM* | ?
N[C@H](Cc1ccc(Cl)cc1)C(=O)O | -6% | 13% | 7% | 0.3%&0.3%

Compound profiles (already shown). Order of screens: Peg3 imprint	p53ts 39C kill	p53ts 32C tox	IkB signaling
Listed for COCCNC(=O)c1nn(-c2ccc(C)cc2)c(=O)c2c1c1ccccc1n2C : -9%[10.9 µM]	7%	1%	-0.3%
Listed for C[C@@H](NC(=O)CN(c1ccccc1)S(=O)(=O)N(C)C)c1ccccc1 : 4%[10.9 µM]	19%	9%	?

New compounds follow.
structure | Peg3 imprint | p53ts 39C kill | p53ts 32C tox | IkB signaling
CCN(CC)CCC[C@H](C)Nc1c2ccc(Cl)cc2nc2ccc(OC)cc12 | -10%[16.8 µM] | 10µM* | 5µM* | ?
Cc1cc(-c2ccccc2)nc2cc(C(=O)NCCCn3ccnc3)nn12 | 2% | 3% | 7% | -1.4%
O=C(Nc1nnc(N2CCCCCC2)s1)Nc1cc(F)ccc1F | 12%[10.9 µM] | 6% | -2% | -1.1%
O=C(NCc1ccc(F)cc1)c1ccc(CS(=O)(=O)c2ccc(Cl)cc2)o1 | -14%[10.9 µM] | -19% | -6% | ?
Cc1ccc(NC(=O)Cn2cc(C(=O)c3ccco3)c3ccccc32)cc1 | -13%[10.9 µM] | -12% | -7% | 1.0%
COc1ccc(CCNc2ncnc3c2cnn3-c2cccc(Cl)c2)cc1 | 12%[10.9 µM] | -17% | -6% | 0.9%
COc1cc(C2C3=C(CC(c4ccco4)CC3=O)Nc3ccccc3N2C(C)=O)cc(OC)c1OC (configuration not stated) | 0% | 10% | -9% | -0.7%

Compounds were not picked by outcome, and some 1.7% of all compounds hit somewhere here.
